GLP-1R agonist: activates the human GLP-1 receptor. P43220. HEK293 GLP-1R CRE-luciferase, luminescence, 4-6 h; cells express a hypersensitive GLP-1R form. Potency, µM (series often up to 45.6 µM), without a hit: at the top dose activation, most hits filed as activators. 380,000 tested, 0.007% active; further: % of control where 0% means no effect
Target sequence (P43220 whole entry, looked up): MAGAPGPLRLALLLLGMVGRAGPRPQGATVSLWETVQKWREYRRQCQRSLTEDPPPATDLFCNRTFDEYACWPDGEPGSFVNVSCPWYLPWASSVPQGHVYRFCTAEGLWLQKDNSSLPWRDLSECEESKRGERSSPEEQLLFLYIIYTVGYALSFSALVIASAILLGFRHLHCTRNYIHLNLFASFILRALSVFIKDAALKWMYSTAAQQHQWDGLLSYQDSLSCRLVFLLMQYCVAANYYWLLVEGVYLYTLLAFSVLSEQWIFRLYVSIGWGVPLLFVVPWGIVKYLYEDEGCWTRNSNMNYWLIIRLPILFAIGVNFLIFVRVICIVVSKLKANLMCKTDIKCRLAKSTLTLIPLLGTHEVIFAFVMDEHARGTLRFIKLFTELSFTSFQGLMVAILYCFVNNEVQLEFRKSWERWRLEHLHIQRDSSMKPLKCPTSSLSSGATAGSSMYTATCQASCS
KB-V1 MDR tox: kills drug-selected multidrug resistant KB-V1 cells; KB-V1 MDR cells viability, CellTiter-Glo, 72 h; Potency, µM (top dose mostly 46.1 µM), for the others: at the top dose activity change, negative = cytotoxicity, actives largely listed as cytotoxic; 400,000 tested, 3.4% active; AID 1347076; further: on the % scale 0 is the no-effect control and ±100 the full control effect; nearly all actives have a fitted effect of over 60% in size
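Cells of the MDR subline KB-V1 are plated, dosed with compound at multiple concentrations, and incubated 72 h at 37 degrees C; CellTiter-Glo is then added and luminescence read after 10 min.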
HT1080-NT tox: kills 2HG-producing HT-1080-NT fibrosarcoma cells; 360,000 tested, 1.6% active; AID 686970; Potency, µM (highest dose often 46.1 µM), for the others: at the top dose activity, negative = less viability, usual class: cytotoxic; HT-1080-NT fibrosarcoma viability, CellTiter-Glo ATP luminescence, 48 h;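 further: NT is the 2HG producing partner of a matched IDH1 knockdown line; 0% = DMSO-treated cells and -100% = media-only wells without cells; nearly all actives have a fitted effect of over 55% in size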
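HT-1080-NT fibrosarcoma cells (2HG-overproducing), 750 cells/well in RPMI with 5% FBS, dosed after 2 h and incubated 48 h at 37C. CellTiter-Glo luminescence normalized to DMSO and no-cell wells; concentration-response curves fitted and classed.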
KB-3-1 tox: kills parental KB-3-1 adenocarcinoma cells; KB-3-1 viability, CellTiter-Glo ATP luminescence, 72 h; Potency, µM (top dose mostly 46.1 µM), for the others: at the top dose activity change, negative = cytotoxic, most hits filed as cytotoxic; 400,000 tested, 1.4% active; further: on the % scale 0 is the no-effect control and ±100 the full control effect; nearly all actives have a fitted effect of over 60% in size
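Parental KB-3-1 adenocarcinoma cells in phenol-red-free DMEM with 10% FBS were pin-treated with compounds at several concentrations, incubated 72 h at 37 °C, and viability read by CellTiter-Glo luminescence; concentration-effect curves were fitted after normalization.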
SW480 rerep: induces DNA re-replication in SW480 colon adenocarcinoma cells | Potency, µM (top dose mostly 46.1 µM), inactives show at the top dose re-replication activation, actives largely listed as activators | 340,000 tested, 1.8% active | SW480 DNA re-replication, Hoechst DNA content imaging, 48 h; further: % of control where 0% means no effect; nearly all actives have a fitted effect of over 55% in size
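DNA re-replication was detected as more nuclei of elevated Hoechst intensity after 48 hr exposure to compound (23 nL pinned per well of 250 cells).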
GLP1R cytotox: cytotoxicity counter-screen for GLP-1 receptor inverse agonists | HEK293 cAMP-luciferase reporter cells, luminescence, 24 h | Potency, µM (top dose mostly 38.3 µM), for the others: at the top dose activity change, negative = inhibition, most hits filed as inhibitors | 410,000 tested, 0.13% active;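 further: loss of luciferase light is scored as toxicity; on the % scale 0 is the no-effect control and ±100 the full control effect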
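Here, cytotoxicity is scored as loss of luminescence. The MLSMR collection was tested on cells seeded in medium containing 10% Nu serum, with a 24 hr compound exposure preceded by 12 hours of culture.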
GLP1R inv ag: GLP-1 receptor (human) inverse agonism | AID 624417 | P43220 | 410,000 tested, 1.6% active | Potency, µM (titrated, usually from 38.3 µM), for the others: top-dose activity change, negative = inhibition, hits mostly inhibitors | HEK293 GLP-1R CRE-luciferase, luminescence, 24 h; GLP-1R form is constitutively active; further: on the % scale 0 is the no-effect control and ±100 the full control effect; nearly all actives have a fitted effect of over 55% in size
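Readout was luciferase luminescence, measured 12 min after detection reagent at room temperature. Beforehand, GLP-1R reporter HEK293 cells had sat 12 h, then received compounds for 24 hr at 37 deg C.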
TDP43 rescue: inhibitors of TDP-43 toxicity in yeast; TDP-43 expressing yeast growth rescue, BacTiter-Glo, 24 h; Potency, µM (series often up to 46.1 µM), inactives show at the top dose growth rescue (activation), most hits filed as activators; 410,000 tested, 1.8% active; further: % of control where 0% means no effect; nearly all actives have a fitted effect of over 50% in size
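Cell-based yeast growth screen: TDP-43 expression induced in galactose, inoculum OD600=0.02 after raffinose pregrowth to mid-log. Read-out BacTiter-Glo luminescence at 24 hr, 30 deg C; inhibition of toxicity seen as signal increase.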
HT1080 IDH1KD tx: kills HT-1080 cells with IDH1 knockdown; AID 686971; 360,000 tested, 2% active; Potency, µM (series often up to 46.1 µM), inactives show at the top dose activity, negative = toxicity, most hits filed as cytotoxic; HT-1080 IDH1 knockdown viability, ATP luminescence, 48 h;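 further: 0% = DMSO wells and -100% = cell-free medium wells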
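IDH1KD HT-1080 cells, 750/well, RPMI + 5% FBS; compound pinned after 2 h settling; 48 h, 37 °C; CellTiter-Glo luminescence; % activity normalised to DMSO and no-cell wells; curves fitted, classed by r2 and efficacy.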
The depositor's hits bear a star; ? = inconclusive; . = no result given; [ ] = dose if it differs, or a comment. The call rests on the fitted dose curve; in most records, active means well fitted curve in the direction sought with a large enough effect; inconclusive means small, poorly fitted or top-dose-only effect, or another doubt; inactive means no such curve, though single readings can be large; an effect the other way counts as inactive or inconclusive. Potency means the concentration at half of the fitted maximal effect.

[1] COc1ccc(OCC(=O)NNC(=O)c2ccccn2)cc1
[2] CC1(C(=O)NC2CCCC2)CCC(=O)N1CCOc1ccccc1 (stereo not drawn)
[3] CCOC(=O)c1ccc(NC(=O)CS(=O)(=O)c2cn(CC)c3ccccc23)cc1
[4] COc1ccc(C)cc1NC(=O)C1CC(=O)OC12CCCCC2 (stereo not drawn)
[5] CCCOc1ccc(CSC2=NCCN2)cc1[N+](=O)[O-]
[6] COc1ccc(C(=O)NNC(=O)C2CCCN(C3CC(=O)N(c4ccccc4)C3=O)C2)cc1 (stereo not drawn)

Screen / compound no.,1,2,3,4,5,6
GLP-1R agonist,-8%,-3%,-3%,0%,-9%,1%
KB-V1 MDR tox,?,-5%,0%,-29%,?,17%
HT1080-NT tox,-15%,22%,-18%,6%,17%,-1%
KB-3-1 tox,-5%,0%,?,-4%,11%,5%
SW480 rerep,-5%,.,27%,-12%,3%,-10%
GLP1R cytotox,-22%,6%,3%,-1%,6%,-26%
GLP1R inv ag,-10%,19%,?,5%,22%,10%
TDP43 rescue,0%,9%,25%,0%,5%,22%
HT1080 IDH1KD tx,?,6%,-23%,1%,18%,3%

[7] CCOC(=O)c1cc(NC(=O)c2ccco2)ccc1N1CCOCC1
[8] O=C(NCCCc1ccccc1)c1cc(COc2c(F)cccc2F)on1
[9] CCOC(=O)NN1C(=O)c2ccccc2NC1c1ccccc1O (stereo not drawn)
[10] CCOc1ccc(CCNC(=O)CN2C(=O)CCSc3ccccc32)cc1
[11] COc1cc2c(cc1OC)CN(C(=O)CN1CCN(S(=O)(=O)c3ccccc3)CC1)CC2
[12] O=c1[nH]c(CSc2ncnc3sccc23)nc2cc(C(F)(F)F)ccc12

Screen / compound no.,7,8,9,10,11,12
GLP-1R agonist,10%,21%,-14%,19%,0%,0%
KB-V1 MDR tox,-26%,0%,15%,13%,-25%,-7%
HT1080-NT tox,-13%,-2%,20%,4%,18%,-16%
KB-3-1 tox,6%,-4%,8%,5%,18%,-1%
SW480 rerep,-3%,-3%,5%,7%,-2%,1%
GLP1R cytotox,-1%,5%,2%,-6%,1%,5%
GLP1R inv ag,29%,?,-12%,4%,11%,16%
TDP43 rescue,0%,23%,7%,1%,13%,9%
HT1080 IDH1KD tx,-7%,9%,9%,-1%,25%,-11%

[13] COc1ccc(C2CC(c3ccccc3)=NN2C(=O)CSc2nccc(=O)[nH]2)cc1 (stereo not drawn)
[14] CC1CC(C)CN(CC(=O)Nc2cc(S(=O)(=O)N3CCOCC3)ccc2N2CCCC2)C1 (stereo not drawn)
[15] CC(OC(=O)CCCN=C1NS(=O)(=O)c2ccccc21)C(=O)NC1CCCCC1C (stereo not drawn)
[16] CCOc1ccc(C(C)(O)CN2CCOCC2)cc1 (stereo not drawn)
[17] COC(=O)c1ccc(NC(=O)N2CCC(O)(c3cccnc3)CC2)cc1
[18] Nc1nc(SCC(=O)c2cccs2)n[nH]1

Screen / compound no.,13,14,15,16,17,18
GLP-1R agonist,13%,16%,-7%,1%,-1%,9%
KB-V1 MDR tox,17%,30%,.,0%,1%,?
HT1080-NT tox,-24%,0%[9.24 µM],-8%,0%,2%,2%
KB-3-1 tox,1%,12%,.,-5%,7%,10%
SW480 rerep,-2%,-27%,-2%,-2%,?,2%
GLP1R cytotox,0%,-15%,-8%,2%,13%,-2%
GLP1R inv ag,3%,-28%,-4%,4%,8%,-3%
TDP43 rescue,-15%,3%,-22%,-11%,-5%,-12%[1.82 µM]
HT1080 IDH1KD tx,-18%,0%,-8%,-1%,0%,28%

[19] O=c1c(Cl)c(NS(=O)(=O)c2ccccc2)cnn1-c1ccccc1
[20] CC1(C)C2CC=C(/C=N/NC(=S)Nc3cccnc3)C1C2 (stereo not drawn)
[21] CCN(CC(=O)Nc1c(F)cccc1F)C(=O)c1ccc(C(F)(F)F)cc1
[22] CCOC(=O)c1cc(S(=O)(=O)Nc2ccc(Br)c(C)c2)[nH]n1
[23] Cc1ccc(C(=O)NC(=S)Nc2ccc(S(=O)(=O)N3CCN(C)CC3)cc2)cc1
[24] Cc1cc([N+](=O)[O-])nn1CC(=O)NCc1ccco1

Screen / compound no.,19,20,21,22,23,24
GLP-1R agonist,-1%,9%,5%,-2%,8%,5%
KB-V1 MDR tox,17%,15%,-4%,9%,23µM*,15%
HT1080-NT tox,9%,?,1%,.,-11%,15%
KB-3-1 tox,16%,8%,-1%,-2%,-13%,20%
SW480 rerep,-3%,-23%,5%,.,3%,4%
GLP1R cytotox,-7%,-21%,-21%,-5%,10%,1%
GLP1R inv ag,-22%,1%,-18%,-34%,-4%,3%
TDP43 rescue,1%,-9%,0%,20%,6%,3%
HT1080 IDH1KD tx,8%,14%,0%,.,0%,7%

Arranged by heavy-atom count (rising): some entries from above
[5] CCCOc1ccc(CSC2=NCCN2)cc1[N+](=O)[O-]
[1] COc1ccc(OCC(=O)NNC(=O)c2ccccn2)cc1
[9] CCOC(=O)NN1C(=O)c2ccccc2NC1c1ccccc1O (stereo not drawn)
[17] COC(=O)c1ccc(NC(=O)N2CCC(O)(c3cccnc3)CC2)cc1
[3] CCOC(=O)c1ccc(NC(=O)CS(=O)(=O)c2cn(CC)c3ccccc23)cc1
[13] COc1ccc(C2CC(c3ccccc3)=NN2C(=O)CSc2nccc(=O)[nH]2)cc1 (stereo not drawn)
[11] COc1cc2c(cc1OC)CN(C(=O)CN1CCN(S(=O)(=O)c3ccccc3)CC1)CC2

Screen / compound no.,5,1,9,17,3,13,11
GLP-1R agonist,-9%,-8%,-14%,-1%,-3%,13%,0%
KB-V1 MDR tox,?,?,15%,1%,0%,17%,-25%
HT1080-NT tox,17%,-15%,20%,2%,-18%,-24%,18%
KB-3-1 tox,11%,-5%,8%,7%,?,1%,18%
SW480 rerep,3%,-5%,5%,?,27%,-2%,-2%
GLP1R cytotox,6%,-22%,2%,13%,3%,0%,1%
GLP1R inv ag,22%,-10%,-12%,8%,?,3%,11%
TDP43 rescue,5%,0%,7%,-5%,25%,-15%,13%
HT1080 IDH1KD tx,18%,?,9%,0%,-23%,-18%,25%

Following part:
[25] CCC(C)NC(=O)c1cc(OC)c(OC)c(OC)c1 (stereo not drawn)
[26] COc1ccc(-n2c(Cc3cccn3C)nnc2SCC(=O)Nc2ccc(Cl)cc2)cc1
[27] Cn1c(CCN2CCOCC2)nc2cc(NC(=O)COc3ccccc3)ccc21
[28] COc1ccc(N2CCN(C(C)C(=O)N3CCc4ccccc43)CC2)cc1 (stereo not drawn)
[29] COc1ccc(NC(=O)CCN2CCN(CCO)CC2)c(OC)c1
[30] CC(=O)Nc1ccc2c(c1)nc(CCN1CCOCC1)n2C

Screen / compound no.,25,26,27,28,29,30
GLP-1R agonist,9%,4%,-6%,9%,.,-9%
KB-V1 MDR tox,?,-18%,-28%,?,28%,8%
HT1080-NT tox,2%,-10%,23%,-15%,.,17%
KB-3-1 tox,-4%,0%,0%,-6%,-16%,4%
SW480 rerep,-6%,15%,-6%,1%,.,4%
GLP1R cytotox,1%,-12%,3%,-7%,4%,-1%
GLP1R inv ag,1%,?,0%,?,-6%,21%
TDP43 rescue,-7%,15%,-2%,-15%,26%,2%
HT1080 IDH1KD tx,-14%,-5%,12%,-7%,.,0%

[31] O=C(CSc1nc(-c2ccccc2)c(-c2ccccc2)o1)Nc1nnc(-c2ccccc2)s1
[32] CCOc1ccc(C=NNC(=O)c2cccc3ccccc23)cc1OCC
[33] Cc1ccc(S(=O)(=O)NC2=NCN(C)CN2)cc1[N+](=O)[O-]
[34] Cc1c(NC(=O)c2ccc3nsnc3c2)cccc1[N+](=O)[O-]
[35] Brc1cccc(CNCCCN2CCOCC2)c1
[36] CCOC(=O)N1CCN(C(=O)CN(c2ccc(C)cc2C)S(=O)(=O)c2ccccc2)CC1

Screen / compound no.,31,32,33,34,35,36
GLP-1R agonist,0%,7%,-4%,3%,-4%,9%
KB-V1 MDR tox,7.3µM*,23µM*,16%,0%,-3%,-5%
HT1080-NT tox,3%,-1%,-2%,-2%,-1%,.
KB-3-1 tox,5%,-2%,3%,0%,5%,10%
SW480 rerep,-10%,-4%,1%,-1%,9%,.
GLP1R cytotox,-5%,7%,0%,-5%,-30%,-1%
GLP1R inv ag,-5%,7%,19%,12%,-26%,-1%
TDP43 rescue,-24%,18%,-7%,10%,0%,23%
HT1080 IDH1KD tx,8%,15%,1%,-1%,4%,.

[37] CC1(C)CC(=O)C(N=Nc2cccc(F)c2C#N)=C(O)C1
[38] NS(=O)(=O)c1cccc(NC(=O)c2ccc(S(=O)(=O)N3CCCCCC3)cc2)c1
[39] Cc1ccc(S(=O)(=O)N(CC(=O)NCC2CCCO2)C2CCCCC2)cc1 (stereo not drawn)
[40] COc1cc(/C=N/NC(=O)CC23CC4CC(CC(C4)C2)C3)cc(Br)c1OCC(=O)N(C)C
[41] COc1ccc(N2C(=O)C3CC=C(Cl)CC3C2=O)cc1 (stereo not drawn)
[42] Cc1cc(C(=O)N2CCC(C(F)(F)F)n3nccc32)on1 (stereo not drawn)
[43] O=C(CCCOc1ccccc1)N1CCCc2ccccc21
[44] O=C(c1cc(-c2ccc(Cl)cc2Cl)on1)N1CCOCC1
[45] COc1ccc(S(=O)(=O)NCc2cccn2Cc2cccc(C)c2)cc1

Screen / compound no.,37,38,39,40,41,42,43,44,45
GLP-1R agonist,1%,-1%,2%,10%,14%,-4%,14%,-10%,.
KB-V1 MDR tox,5%,?,-8%,-6%,5%,12%,?,-29%,2%
HT1080-NT tox,16%,0%,4%,?,11%,13%,?,8%,.
KB-3-1 tox,1%,-1%,-9%,0%,1%,-1%,-10%,0%,1%
SW480 rerep,-9%,-3%,-4%,7%,4%,-4%,8%,-8%,.
GLP1R cytotox,0%,-1%,20%,-2%,0%,0%,2%,-16%,6%
GLP1R inv ag,-13%,9%,15%,?,0%,7%,0%,?,-6%
TDP43 rescue,0%,16%,-28%,5%,-20%,3%,16%,0%,22%
HT1080 IDH1KD tx,-1%,11%,2%,?,1%,17%,-2%,-1%,.
